# Growth percent in the NCI-60 one-dose screen (48 h, 10 µM unless noted): 100 = growth as untreated, 0 = no growth, -100 = all killed.
# HT29: HT29 colon cancer | 7.4% of 81,000 active | AID 1794748
# OVCAR-4: OVCAR-4 ovarian cancer cells | 3.7% of 80,000 active | AID 1794784
# SK-OV-3: SK-OV-3 ovarian cancer cells; 3.2% of 80,000 active; AID 1794785
# HCT-116: HCT-116 colon cancer | 7.3% of 82,000 active | AID 1794798
# SW-620: SW-620 colon cancer; AID 1794795; 5.2% of 82,000 active
# IGROV1: IGROV1 ovarian cancer; 4.7% of 79,000 active
# COLO 205: COLO 205 colon cancer; 7.3% of 79,000 active; AID 1794742
# KM12: KM12 colon cancer cells. 5% of 82,000 active
# HCT-15: HCT-15 colon cancer; AID 1794746; 5.2% of 82,000 active
# The depositor's hits bear a star; · = no result given; & = joins results of further samples; [ ] = dose if it differs, or a comment. How the source made its calls: active means growth percent below 10; inactive means the rest.
entry	mol	HT29	OVCAR-4	SK-OV-3	HCT-116	SW-620
1	CC(=O)/C(N=Nc1c(C(=O)O)ccc2c1C(=O)c1ccccc1C2=O)=C(\C)O	104	106	98	108	106
2	CCOC(=O)/C(O)=C(\C#N)c1ccc(C)cc1C	103	109	105	100	104
3	CSc1nc(N)cc(=O)[nH]1	110	108	112	103	105
4	Nc1ccccc1C#Cc1ccccc1C#Cc1ccc(OCCCCCCOc2ccc(C#Cc3ccccc3C#Cc3ccccc3N)cc2)cc1	108	105	93	110	99
5	NS(=O)(=O)c1ccc(Cl)c2ccccc12	110	97	103	98	103
6	c1ccc2oc(-c3cnc4nonc4n3)cc2c1	96	106	85	90	94
7	CN1CCN(c2nc3ccccc3c3c(=O)c4cc(F)ccc4sc23)CC1	34	58	92	35	40
8	Cn1c(N)c(C(=O)CCc2ccccc2)c(=O)n(C)c1=O	103	103	104	·	100
9	COc1ccc(CN2c3ccccc3Sc3ccccc32)cc1O	8.7*	46	29	13	31
10	CCC1=Cc2c(OC)cccc2OC12C=Cc1c(OC)cccc1O2 (stereo not given)	4.6*	77	57	8.8*	30

entry	IGROV1	COLO 205	KM12	HCT-15
1	100	107	111	100
2	108	108	103	100
3	106	111	100	112
4	-7.5*	97	113	106
5	109	108	99	105
6	87	103	112	107
7	53	54	61	60
8	91	111	103	98
9	30	-7.4*	18	33
10	30	17	12	13

# As a short view, part of the list above:
entry	mol	HT29	OVCAR-4	SK-OV-3	HCT-116	SW-620
9	COc1ccc(CN2c3ccccc3Sc3ccccc32)cc1O	8.7*	46	29	13	31
10	CCC1=Cc2c(OC)cccc2OC12C=Cc1c(OC)cccc1O2 (stereo not given)	4.6*	77	57	8.8*	30

entry	IGROV1	COLO 205	KM12	HCT-15
9	30	-7.4*	18	33
10	30	17	12	13

# (list continues)
entry	mol	HT29	OVCAR-4	SK-OV-3	HCT-116	SW-620
11	CSC1=NC(c2ccc(Cl)cc2)C(C(C)=O)=C(C)N1 (stereo not given)	102	112	106	95	101
12	COc1ccc2[nH]c(O)c(N=NC(=O)Cc3c[nH]c4ccccc34)c2c1	106	88	·	93	95
13	O=C(COc1cccc2c1N=CCC2)Nc1ccc(C(=O)/C=C/c2ccc(Cl)cc2Cl)cc1	102	104	107	46	102
14	Nc1ccc(S(=O)(=O)O)c2cc(S(=O)(=O)O)cc(O)c12	108	109	101	94	107
15	S=C=NCC1CC2(Cl)CC1(Cl)C(Cl)=C2Cl (stereo not given)	92	117	97	87	100
16	COc1cc2c(c(OC)c1OC)C(=O)CC(c1cccc(C(=O)Nc3cccc(Cl)c3)c1)O2 (stereo not given)	67	55	83	42	94
17	CCN1C(=O)N(CC)C2C1NN=c1s/c(=C\c3ccccc3F)c(=O)n12 (stereo not given)	1.8*	41	33	7.8*	18
18	COc1ccc2c(CCCc3ccc(Cl)cc3Cl)c3[n+](cc2c1OC)CCc1cc2c(cc1-3)OCO2	-16*	21	-8.4*	-12*	4.2*
19	CN(C)CCC(CCN(C)C)(C(=O)O)c1ccccc1	97	105	102	104	110
20	O=C(NC(c1ccccc1)c1ccccc1)c1ccccc1	108	94	104	101	94

entry	IGROV1	COLO 205	KM12	HCT-15
11	99	103	100	103
12	92	107	98	94
13	101	105	102	99
14	107	105	102	101
15	94	·	103	98
16	81	81	71	61
17	15	-10.0*	4.3*	8.4*
18	-8.4*	-60*	-55*	24
19	94	108	102	100
20	119	118	110	104

# (more compounds)
entry	mol	HT29	OVCAR-4	SK-OV-3	HCT-116	SW-620
21	NCCCN(CCCN)CCCNCc1c2ccccc2c(CNCCCN(CCCN)CCCN)c2ccccc12	92	100	100	91	100
22	CN(Cc1ccccc1)CC(O)CN(C)Cc1ccccc1	104	111	105	105	100
23	Cc1ccc(Nc2ncc(Cc3cccc(Cl)c3Cl)s2)cc1	100	89	103	97	102
24	COc1ccc(/C=C(\C#N)c2cc3ccccc3n2C)cc1	9.5*	37	·	18	20
25	CC(=O)NS(=O)(=O)c1ccc(NC(=O)CCC(=O)O)cc1	108	·	108	107	96
26	CC1(C)C(=O)/C(=C\c2ccco2)C[C@]2(C)[C@H]3CC=C4[C@@H]5C[C@](C)(C(=O)O)CC[C@]5(C)CC[C@@]4(C)[C@]3(C)CC[C@@H]12	-51*[100 µM]	·	-77*[100 µM]	-67*[100 µM]	-64*[100 µM]
27	CCOC(=O)c1noc2c1CCc1c-2cn(Cc2ccc(OC)c(N)c2)c1-c1ccccc1	83	99	85	97	102
28	O=C(O)/C=C\c1ccc(OCc2ccccc2)cc1	95	96	98	104	103
29	Nc1ccc(-c2cn3ccsc3n2)cc1	108	110	107	108	96
30	O=C1/C(=c2\c3ccccc3n3c(=O)c4ccccc4nc23)Nc2ccccc21	96	78	·	87	91

entry	IGROV1	COLO 205	KM12	HCT-15
21	114	96	97	110
22	110	96	100	107
23	91	109	100	95
24	35	-18*	17	24
25	119	118	108	109
26	-62*[100 µM]	-62*[100 µM]	-78*[100 µM]	-86*[100 µM]
27	114	107	99	96
28	98	103	101	103
29	111	110	104	108
30	68	105	74	86

# By substructure, those above containing four or more nitrogen atoms.
entry	mol	HT29	OVCAR-4	SK-OV-3	HCT-116	SW-620
6	c1ccc2oc(-c3cnc4nonc4n3)cc2c1	96	106	85	90	94
12	COc1ccc2[nH]c(O)c(N=NC(=O)Cc3c[nH]c4ccccc34)c2c1	106	88	·	93	95
17	CCN1C(=O)N(CC)C2C1NN=c1s/c(=C\c3ccccc3F)c(=O)n12 (stereo not given)	1.8*	41	33	7.8*	18
21	NCCCN(CCCN)CCCNCc1c2ccccc2c(CNCCCN(CCCN)CCCN)c2ccccc12	92	100	100	91	100

entry	IGROV1	COLO 205	KM12	HCT-15
6	87	103	112	107
12	92	107	98	94
17	15	-10.0*	4.3*	8.4*
21	114	96	97	110

# Carrying on.
entry	mol	HT29	OVCAR-4	SK-OV-3	HCT-116	SW-620
31	NNC(=O)C(=O)NN	113	104	112	111	105
32	CC(=O)Nc1ccc(S(=O)(=O)c2ccc(Cl)cc2)cc1	105	98	109	94	102
33	O=C(OC1C(OC(=O)c2cccnc2)C(OC(=O)c2cccnc2)C(OC(=O)c2cccnc2)C(OC(=O)c2cccnc2)C1OC(=O)c1cccnc1)c1cccnc1 (stereo not given)	96&105	99&109	93&103	100&100	106&104
34	O=C(/C=C1\C(=O)Nc2ccccc21)/C=C1/C(=O)Nc2ccccc21	86	96	95	60	39
35	OCCSc1ccccc1	122	114	109	96	112
36	CC(C)(C)Nc1nc2c(OCCc3ccccc3)cccn2c1-c1ccccc1Cl	-47*	14	-23*	2.4*	11
37	CS(=O)(=O)Oc1ccc(Cl)c2ccccc12	107	99	110	106	102
38	CC(=O)CC(=O)CS(=O)(=O)c1ccccc1	93	112	122	110	114
39	CCn1cnc2c(Nc3ccccn3)nc(Cl)nc21	105	104	108	95	102
40	O=c1c2c3c(sc2n2c(/C=C/c4ccc(Br)cc4)nnc2n1Cc1ccccc1)CCCC3	91	68	31	73	80

entry	IGROV1	COLO 205	KM12	HCT-15
31	105	116	108	96
32	101	109	112	104
33	·	106&102	106&108	111&100
34	57	64	102	75
35	102	216	99	93
36	5.7*	-77*	4.5*	-72*
37	112	109	108	·
38	110	·	97	106
39	105	108	101	97
40	·	62	107	82

# In the list so far, 2 have an NH in an aromatic ring.
entry	mol	HT29	OVCAR-4	SK-OV-3	HCT-116	SW-620
3	CSc1nc(N)cc(=O)[nH]1	110	108	112	103	105
12	COc1ccc2[nH]c(O)c(N=NC(=O)Cc3c[nH]c4ccccc34)c2c1	106	88	·	93	95

entry	IGROV1	COLO 205	KM12	HCT-15
3	106	111	100	112
12	92	107	98	94

# Going on with the list:
entry	mol	HT29	OVCAR-4	SK-OV-3	HCT-116	SW-620
41	CCc1nc(C#N)c(N2CCC(c3nc(-c4ccc(F)cc4)no3)CC2)o1	102	87	·	95	96
42	NS(=O)(=O)c1ccc(NC(=S)NC(=O)c2ccc(Cl)c(Cl)c2)cc1	92	78	105	86	91
43	CCCCNC(=O)Oc1ccc(/C(=C(\C)c2ccc(OC)cc2)c2ccc(OCCN3CCCCC3)cc2)cc1	7.8*	65	67	29	41
44	CCOc1ccccc1CN1CCc2nc3cc(C(C)(C)C)[nH]n3c(=O)c2C1	95	101	110	102	105
45	Nc1c(-c2ccc(Cl)cc2)nnn1-c1cccc(C(F)(F)F)c1	80	88	100	107	105
46	COc1ccc(C2=NN(C(N)=S)C(c3ccc4c(c3)OCO4)C2)cc1 (stereo not given)	7.5*	·	34	1.7*	1.5*
47	CCC(=O)c1cc2ccccc2c2ccccc12	102	91	103	95	107
48	COC(=O)c1ccccc1	121	111	120	107	108
49	COc1ccc(/C=N/Nc2cc(=O)[nH]c3ccccc23)cc1	93	111	83	79	99
50	NC(=O)N(c1ccccc1)c1ccccc1	·	101	67	99	91

entry	IGROV1	COLO 205	KM12	HCT-15
41	98	106	101	98
42	98	92	89	69
43	65	-7.6*	45	0.4*
44	100	112	98	97
45	93	103	89	84
46	-22*	56	2.6*	23
47	107	113	105	100
48	118	108	115	108
49	94	107	102	100
50	124	100	107	97

# Full records as entered above. Order of screens: HT29 | OVCAR-4 | SK-OV-3 | HCT-116 | SW-620 | IGROV1 | COLO 205 | KM12 | HCT-15
# Record of COC(=O)c1ccccc1 → 121 | 111 | 120 | 107 | 108 | 118 | 108 | 115 | 108
# Record of NC(=O)N(c1ccccc1)c1ccccc1 → · | 101 | 67 | 99 | 91 | 124 | 100 | 107 | 97
# Record of COc1ccc(C2=NN(C(N)=S)C(c3ccc4c(c3)OCO4)C2)cc1 (stereo not given) → 7.5* | · | 34 | 1.7* | 1.5* | -22* | 56 | 2.6* | 23
# Record of CCc1nc(C#N)c(N2CCC(c3nc(-c4ccc(F)cc4)no3)CC2)o1 → 102 | 87 | · | 95 | 96 | 98 | 106 | 101 | 98

# Additional compounds:
entry	mol	HT29	OVCAR-4	SK-OV-3	HCT-116	SW-620
51	COC(=O)C1=C(C)NC(C)=C(C(=O)OC)C1c1c(-c2ccccc2)nc2sccn12	141	99	111	90	101
52	C=C(C)[C@@H]1CC[C@]2(C(=O)OC)CC[C@]3(C)[C@H](CC[C@@H]4[C@@]5(C)CC[C@H](NOCCCNCCC#N)C(C)(C)[C@@H]5CC[C@]43C)[C@@H]12	99	96	104	88	96
53	COc1ccc(C(=O)/C=C/c2ccc3c(c2)OCO3)cc1OC	97	88	100	89	111
54	N#CC1(c2ccccc2)OC(C(=O)c2ccccc2)CC1Br (stereo not given)	92	109	108	99	109
55	Cc1c(-c2ccccc2)c(-c2ccccc2)c(C)n1-c1ccc(F)cc1	56	76	103	50	79
56	Nc1ccccc1C1CCC(C(=O)O)C(N=Nc2ccccc2)C1 (stereo not given)	104	90	101	88	105

entry	IGROV1	COLO 205	KM12	HCT-15
51	99	117	97	113
52	97	100	93	78
53	119	110	100	95
54	93	125	109	100
55	86	99	84	55
56	76	99	98	89

# Source: PubChem BioAssay
